# Bioassay records as filed in PubChem BioAssay.
# Dengue inhibitors – Dengue virus cytopathic effect inhibitors, cell-based, CPE readout, HTS (AID 540333); Dengue virus CPE inhibition in host cells; active compounds read high; CPE inhibition, % at 20 µM; 10,000 compounds, 3.1% hits; in the data active = CPE inhibition mostly above about 9.1%, no sharp cut-off; inactive = mostly below about 7.2%
# Starred values were filed as active, the others as inactive; i = inactive. Not all compounds are listed; count on the stated rates, not on these rows.
SMILES,Dengue inhibitors
Cc1ccc(C(=O)N[C@H](C(=O)OCc2cc(=O)n3c(n2)sc2ccccc23)C(C)C)cc1,1.2
O=C(Nc1nccs1)c1cc(Cl)ccc1[N+](=O)[O-],i
Cc1c(C(=O)Nc2ccccc2)csc1-c1ccccc1,4.0
COC(=O)Cc1ccc(NC(=S)NNC(=O)c2ccccc2Br)cc1,i
O=C(NC1CCCCC1)C12CC3CC(CC(Cl)(C3)C1)C2,0.8
O=C(CSc1ccccn1)N1CCOCC1,0.7
COC(=O)c1ccc(S(=O)(=O)NNC(=O)COc2ccc(C)cc2)cc1,i
O=C(OC(C(=O)Nc1cc(Cl)cc(Cl)c1)c1ccccc1)C1=COCCO1 (stereo unspecified),32.8*
O=C(C1CCN(Cc2ccc(Cl)cc2)CC1)N1CCN(C(c2ccccc2)c2ccccc2)CC1,i
CCOC(=O)C1C(=O)C=C(Nc2ccccc2F)CC1c1ccccc1 (stereo unspecified),0.4
COc1ccccc1[C@@H]1C(c2cccc(Cl)c2)=NN(c2ccccc2)[C@H]1C(=O)N1CCOC1=O,19.3*
CC(=O)c1ccc(NC(=O)C(C)OC(=O)COc2ccc(C#N)cc2)cc1 (stereo unspecified),1.4
CCc1cccc(CC)c1NC(=S)NCC(c1cccnc1)N1CCOCC1 (stereo unspecified),i
O=C1OC(c2ccccc2)=NC12CC2c1ccc(Cl)cc1 (stereo unspecified),i
O=C(CCC1CCCC1)N1CCC(N2CCCCCC2)CC1,0.3
NS(=O)(=O)c1cnccc1Nc1ccc(Cl)cc1,1.0
CCOC(=O)c1sc(N(Cc2ccccc2)C(=O)COC(=O)c2ccc(O)cc2)nc1C,3.8
CC1=C(C)CC(C(=O)Nc2cccc([N+](=O)[O-])c2)C(C(=O)O)C1 (stereo unspecified),0.1
COc1ccc2c3n(nc2c1)CCN=C3c1ccc(C)cc1,i
CCCC(=O)Nc1ccc(C(=O)NN=C(C2CC2)C2CC2)cc1,i
Cc1cccn2c(=O)c(/C=C(\C#N)C(=O)NC3CCS(=O)(=O)C3)c(N3CCC(C(N)=O)CC3)nc12 (stereo unspecified),0.1
C[C@H](CO)N1C[C@H](C)[C@H](CN(C)C(=O)Nc2ccc(F)cc2)Oc2ccc(NC(=O)NC3CCCCC3)cc2CC1=O,0.1
Cc1c(NC(=O)COC(=O)c2cc(-c3ccc(-c4ccccc4)cc3)nc3ccccc23)c(=O)n(-c2ccccc2)n1C,2.5
COc1ccccc1NC(=S)NC1CCCCC1,0.5
Cc1ccc(S(=O)(=O)N2CCC(=O)N(CCOCc3ccccc3)CC2)cc1,0.3
CCOC(=O)c1c(C)[nH]c(C(=O)N/N=C\c2ccccc2Cl)c1C,3.8
COc1ccccc1CNC(=O)CSc1ccc(Br)cc1,i
O=C(/C=C/c1ccco1)Nc1cc(Cl)ccc1C(=O)O,i
Cc1nc(C(F)(F)F)nc(Nc2ccc(N=Nc3ccccc3)cc2)c1C#N,2.1
CCOC(=O)N1CCC(N(CCN(C)C)C(=S)Nc2cccc(Cl)c2C)CC1,4.0
CCc1[nH]c(=S)c(C#N)c2c1CCCC2,i
Cc1ccc(CNC(=O)c2ccc3c(c2)S(=O)(=O)c2ccccc2C3=O)cc1,0.2
Cc1ccc(C2=C(CC(=O)O)C(=O)CC2)cc1,0.1
Cc1cc(Cl)cc(Cl)c1OCCOCCN(C)C,1.2
CCOc1cc(/C=C/c2ccc3cccc([N+](=O)[O-])c3n2)ccc1O,i
COc1ccc2c(c1)-c1nc(/N=C/c3cccc(OC)c3O)sc1CC2,1.4
CC1CN(Cc2ccccc2)c2ccccc2NC1=S (stereo unspecified),5.2
CCOc1cc(C)c(Cl)cc1S(=O)(=O)NC1CC(C)(C)NC(C)(C)C1,i
Cc1ccccc1-n1c(-c2csc3ccccc23)n[nH]c1=S,1.1
Cc1cc(-c2n[nH]c(=S)n2/N=C/c2ccccc2[N+](=O)[O-])n[nH]1,0.7
CC(C)NC(=O)N(C)C[C@H]1Oc2ccc(NC(=O)Nc3ccc4c(c3)OCO4)cc2C(=O)N([C@H](C)CO)C[C@@H]1C,0.6
Cc1cc(C)cc(NC(=S)N=Nc2c(O)n(C)c3ccc(S(=O)(=O)N4CCOCC4)cc23)c1,i
COc1cc2cc(C[C@H](C)O)oc(=O)c2cc1OC,1.8
Clc1ccc(C[n+]2cc(-c3ccccc3)n3c2CCC3)cc1Cl,2.0
CCOC(=O)N1CCN(CC(O)COc2c(C)cccc2C)CC1 (stereo unspecified),i
COc1ccc(CSCC(=O)Nc2ccc(S(=O)(=O)N3CCCCCC3)cc2)cc1,5.0
O=C1N=C(N2CCCC2)CN1c1ccccc1,0.2
NC(=O)c1c(NC(=O)CCCC(=O)O)sc2c1CCCCCC2,0.2
Cc1ccc(NC(=O)Cc2csc(-c3ccccc3)n2)cc1F,0.3
O=C(C1CCN(Cc2ccccc2)CC1)N1CCN(C/C=C/c2ccccc2)CC1,1.9

# Going on with the list:
SMILES,Dengue inhibitors
O=C(CNC(=O)C12CC3CC(CC(C3)C1)C2)N1CCN(S(=O)(=O)c2cccs2)CC1,i
CC(=O)Nc1ccc(C(=O)N/N=C(\C)CC(=O)Nc2ccc(OCc3ccccc3)cc2)cc1,i
CC(C)OC(=O)/C(=C/c1ccc(Br)cc1)NC(=O)c1ccco1,i
Cc1ccc(CSc2ccc(-c3ccc4c(c3)OCO4)nn2)cc1,i
COc1ccc(CCNC(=O)c2ccc(CNS(=O)(=O)c3ccc(C(C)(C)C)cc3)cc2)cc1OC,0.1
COc1ccccc1NC(=S)NC(=O)/C=C/c1ccco1,i
Oc1ccc(/C=N/Nc2nc(-c3ccc(Cl)cc3)cc(C(F)(F)F)n2)cc1,3.9
CCOC(=O)C1=NNC(C(=O)c2ccc(C)cc2)C1c1ccc(C)cc1 (stereo unspecified),1.7
O=C(C(Cl)Cl)N1CCN(Cc2ccccc2)CC1,2.6
C=CCOC(=O)C1=C[C@@H](c2coc3ccccc3c2=O)C[C@@H](OCCCCO)O1,i
CC(=O)Nc1cc(C(=O)NCc2ccco2)ccc1Sc1ccc(C)cc1,i
O=C(/C=C/c1cccc2ccccc12)c1ccncc1,i
CCOc1ccc(S(=O)(=O)Nc2ccccc2C(=O)N/N=C/c2c(OC)ccc3ccccc23)cc1,4.2
COCCN1Cc2cccc(C(=O)NCc3ccc4c(c3)OCO4)c2C1=O,0.6
CCn1cc(/C=C/C(=O)Nc2ccn(Cc3c(F)c(F)cc(F)c3F)n2)cn1,i
O=C(COC(=O)Cc1ccccc1F)Nc1cc(S(=O)(=O)N2CCOCC2)ccc1N1CCCC1,0.1
CCOC(=O)CCC(NC(=O)CCCCCCCC(=O)NC(CCC(=O)OCC)C(=O)OCC)C(=O)OCC (stereo unspecified),0.6
O=C1NC(c2ccccc2)=NC1(NS(=O)(=O)c1ccc(Cl)cc1)C(F)(F)F (stereo unspecified),i
COc1ccc(CC(=O)NC(=S)NNC(=O)COc2c(C)cccc2C)cc1,2.9
COc1cc2cnc(-c3ccccc3)c(C(=O)c3ccc(F)cc3)c2cc1OC,i
COc1ccc(CC(=O)NNc2ncnc3c2cnn3C)cc1OC,i
COc1ccc(C2NS(=O)(=O)OCC2C)cc1 (stereo unspecified),0.3
CN(C)N1C(=O)CC(NNC(=O)c2ccncc2)C1=O (stereo unspecified),0.2
O=C(Nc1ccccc1)OC1CCC2CC1CCC2OC(=O)Nc1ccccc1 (stereo unspecified),i
c1ccc2c(-c3nnc4n3CCCCC4)cc(-c3ccncc3)nc2c1,i

# An excerpt from above in order of SMILES length, lowest first:
SMILES,Dengue inhibitors
O=C(/C=C/c1cccc2ccccc12)c1ccncc1,i
CN(C)N1C(=O)CC(NNC(=O)c2ccncc2)C1=O (stereo unspecified),0.2
COCCN1Cc2cccc(C(=O)NCc3ccc4c(c3)OCO4)c2C1=O,0.6
CCOC(=O)C1=NNC(C(=O)c2ccc(C)cc2)C1c1ccc(C)cc1 (stereo unspecified),1.7
O=C(COC(=O)Cc1ccccc1F)Nc1cc(S(=O)(=O)N2CCOCC2)ccc1N1CCCC1,0.1

# Some of the entries so far, field by field.
CC(=O)Nc1ccc(C(=O)N/N=C(\C)CC(=O)Nc2ccc(OCc3ccccc3)cc2)cc1
- Dengue inhibitors: i
CC(=O)Nc1cc(C(=O)NCc2ccco2)ccc1Sc1ccc(C)cc1
- Dengue inhibitors: i

# Additional results follow.
SMILES,Dengue inhibitors
COc1ccc(OCCNC(=O)c2cccc(Oc3ccc(C(F)(F)F)cc3[N+](=O)[O-])c2)cc1,i
CCCOc1cccc(-c2cc(C(=O)NN)c3ccccc3n2)c1,i
CN(c1ccccc1)S(=O)(=O)c1cccc(C(=O)OCC(=O)NCc2ccc3c(c2)OCO3)c1,i
O=C(CCN1CCN(C/C=C/c2ccccc2)CC1)Nc1ccc(Cl)cc1,i
CCOc1ccccc1N1CCN(C(=S)Nc2ccc(S(N)(=O)=O)cc2)CC1,i
CCCN1CCC(=O)N([C@H](CSc2ccccc2)c2ccccc2)CC1,10.0
Cc1ccc(NC(=S)N2CCOCC2)cc1,1.0
N=c1sccn1CC(=O)NC(=O)NC1CCCC1,1.3
COc1ccc(/C=C(\C#N)C(=O)NCc2cccs2)cc1OC,1.3
Cc1cc(C)cc(Nc2nc3c(S(=O)(=O)c4ccccc4)nnn3c3ccccc23)c1,2.2
Cc1ccc(-c2c[n+](CC(=O)N3c4ccccc4Sc4ccccc43)c3n2CCC3)cc1,3.7
C[n+]1ccn(CC(=O)c2ccc(Cl)cc2)c1,0.1
CCn1cnc2c([N+](=O)[O-])c(NS(=O)(=O)c3ccc(C)cc3)ccc21,0.3
COc1ccccc1NC(=S)N/N=C/c1cccc(C)c1,4.9
C/C(=N/NC(=O)Cc1cccs1)c1ccco1,0.0
CCOc1c(C=C(C#N)C#N)c2ccccc2n1CC,0.1
Cc1cc(C(=O)NCC(=O)OCC(=O)Nc2ccc(OC(F)F)cc2)ccc1[N+](=O)[O-],i
C=CCc1cccc(/C=N/NC(=O)CCC(=O)Nc2ccc(F)cc2)c1O,i
C[C@@H]1CN([C@@H](C)CO)C(=O)c2cc(NC(=O)Nc3ccccc3)ccc2O[C@H]1CN(C)C(=O)Nc1cccc2ccccc12,i
CN1/C(=C\C(=O)c2cncc(Br)c2)C(C)(C)c2ccccc21,0.8
Cc1cc(C)cc(N(CC(=O)N/N=C/c2ccncc2)S(=O)(=O)c2ccccc2)c1,0.3
CCc1cc(C(c2ccccn2)N2CCN(C)CC2)c(NC(=O)c2ccccc2)s1 (stereo unspecified),0.3
Cc1ccc(CSc2nnc(-c3cccc(S(=O)(=O)N4CCOCC4)c3)n2CC(C)C)cc1,1.2
C/C(=N\NS(=O)(=O)c1ccccc1)c1cccc(NC(=O)c2cccc(Cl)c2)c1,0.1
COc1ccc2c(c1)-c1nc(NC(=O)c3ccco3)sc1CC2,i
CCC(C)n1c(SCC(=O)NCCc2ccc(S(N)(=O)=O)cc2)nc2ccsc2c1=O (stereo unspecified),0.2
COCCCn1c(=N)c(C(=O)NCC2CCCO2)cc2c(=O)n3cccc(C)c3nc21 (stereo unspecified),i
COc1cc(C(=O)NNC2=CC(=O)CC(C)(C)C2)cc(OC)c1OC,0.1
COc1ccccc1CN1C(=O)c2cccc3cccc(c23)C1=O,2.6
CCCC(=O)NC(=S)NNC(=O)c1ccc([N+](=O)[O-])cc1,0.1
Oc1cncc(-c2cccnc2)c1,i
O=C(CCSc1ccccc1)NCc1cccnc1,0.4
O=C(c1ccc(Oc2ccc(C(F)(F)F)cc2[N+](=O)[O-])cc1)N1CCOCC1,0.5
COc1ccc2cc(C3CC(c4ccco4)=NN3C(=O)CCC(=O)O)c(Cl)nc2c1 (stereo unspecified),0.1
CCN1C(=O)[C@H]2[C@@H](c3ccc(C)cc3)N3C(=O)N(c4ccccc4)C(=O)[C@@]3(CC)[C@H]2C1=O,i
C=CCNC(=S)N(CC=C)C1CCS(=O)(=O)C1 (stereo unspecified),i
COc1cc(OC)cc(-c2sc3ccc(OC)cc3c2-c2ccc(O)cc2)c1,i
Cc1ccc(OCC(O)CN2CC3(C)CC2CC(C)(C)C3)cc1 (stereo unspecified),i
COc1ccc(N2CCN(C(=O)C3(C)CC3(Cl)Cl)CC2)cc1 (stereo unspecified),0.4
CC(C)C(=O)NC(=S)Nc1ccccc1C(=O)NC1CCCCC1,0.8
Nc1n[nH]c(CCCO)n1,i
Cc1ccc(CSCCNC(=O)c2cccc([N+](=O)[O-])c2)cc1,0.2
CCCC1S/C(=N/N=C/c2ccco2)NC1=O (stereo unspecified),0.1
Cc1ccc(S[C@@H](CCN2CC[C@H](O)CCC2=O)c2ccccc2)cc1,i
O=C(CCC(=O)OCC(F)(F)C(F)F)Nc1ccc(F)cc1F,1.4
COc1cc(/C=N/NC(=O)CCN2CCN(Cc3ccccc3)CC2)cc(OC)c1OC,i
O=C(Nc1cc(SCCO)cc([N+](=O)[O-])c1)c1ccco1,i
CC(C)c1ccc(C(=O)NCCCN(C)C)cc1,0.0
Cc1ccccc1-n1c(C)cc(/C=C(\C#N)C(=O)NCC2CCCO2)c1C (stereo unspecified),0.8
CC(=O)/C(=N\Nc1ccc(C)cc1)Sc1nncn1C,0.0

# Next part
SMILES,Dengue inhibitors
COc1ccc(OC)c(NC(=O)c2c(NC(=O)CCC(=O)O)sc3c2CCCCC3)c1,i
CN(C)c1ccc(/C=C2\SC(=O)N(CC(O)Cn3c4ccccc4c4ccccc43)C2=O)cc1 (stereo unspecified),2.4
COc1cc(/C=C(\C#N)C(=O)Nc2cc(C(F)(F)F)ccc2Cl)ccc1OCC(=O)Nc1cccc(C(F)(F)F)c1,1.7
O=C(COC(=O)c1cccs1)Nc1ccc(S(=O)(=O)N2CCOCC2)cc1,0.2
O=C(COC(=O)c1cccs1)Nc1cccc(S(=O)(=O)N2CCOCC2)c1,0.0
